Yeast life ext = yeast lifespan extension. S. cerevisiae growth with nicotinamide, OD615; deaD strain in restrictive glucose medium. inhibition of the nicotinamide effect, % at 10 µM. 130,000 tested, 0.68% active. AID 775;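 active means inhibition above a set limit, placed 3 SD over the median of all compounds, cut at about 26% in these data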;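 further: 0% = nicotinamide-treated wells and 100% = cells grown without nicotinamide; some compounds called inactive have numbers as strong as hits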
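Measured by: optical density (absorbance) at 615 nm; System: modified budding yeast, DeaD strain; Medium: restrictive CSMM-D dextrose medium; Timing: 4 h preincubation then 48 h treatment at 30 °C.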
Measles CPE = protection of cells from measles virus; Measles virus-infected cells, CPE protection, absorbance; protection (pct of control), % at 4 µM; 140,000 tested, 1.5% active; AID 841; in the data active means protection mostly above about 24%, no sharp cut-off; inactive means mostly below about 26%; further: some compounds called inactive have numbers as strong as hits
HCT116 bCat-KO = beta-catenin-lacking colon tumor cell growth suppression; AID 818; viability, % at 10 µM; 140,000 tested, 1.5% active; HCT116 beta-catenin knockout viability, CellTiter-Glo, 60 h; hits give low values;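 active means viability at or under a set limit, the compound median less 4 SD, cut at about 6% in these data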;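 further: 0% = Hyamine 1622 control at 20 µM and 100% = untreated cell control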
Phagocytosis inh = inhibitors of macrophage phagocytosis | J774A.1 macrophage IgG-bead phagocytosis, imaging | inhibition, % at 5 µM | 110,000 tested, 0.07% active | AID 1029;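 active means inhibition above the mean of the plate negative controls plus 5 SD, cut at about 13% in these data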;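 further: phagocytic index as fraction of beads internalized from green versus red external bead signal; plate controls were DMSO negative control for no effect and cytochalasin-D positive control for full effect; some results beyond the cut were filed as inactive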
PTEN del growth = growth suppressors of cells with PTEN tumor suppressor deletion. HCT116 PTEN-null viability, CellTiter-Glo, 60 h; hits give low values. AID 827. viability, % at 10 µM. 140,000 tested, 1.2% active;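 active means viability at or below a set limit, 4 SD under the median of all tested compounds, cut at about 3.7% in these data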;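 further: PTEN knockout HCT116 line with beta catenin targeted HCT116 as companion control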
E-sel TNF inh = TNF alpha driven E-selectin expression inhibition; 120,000 tested, 0.71% active; HUVEC TNFa-induced E-selectin immunofluorescence, high content; inhibition, % at 2 µM; AID 1246;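 active means inhibition above the batch mean plus 3 SD, and confirmed as a hit on visual image review, cut at about 43% in these data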;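 further: 0% = TNF-stimulated DMSO wells and 100% = unstimulated control wells; not every result past the cut was called active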
GALR2 antag = antagonists of human galanin receptor 2 (GALR2). O43603. AID 828. inhibition, % at 4 µM. 140,000 tested, 0.39% active. GALR2-expressing cells, antagonist mode; in the data active means inhibition above about 27%;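 further: cells stimulated with galanin 1-16 at roughly its EC80; 0% = agonist challenge control and 100% = basal control without agonist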
Target sequence (O43603 whole entry, looked up): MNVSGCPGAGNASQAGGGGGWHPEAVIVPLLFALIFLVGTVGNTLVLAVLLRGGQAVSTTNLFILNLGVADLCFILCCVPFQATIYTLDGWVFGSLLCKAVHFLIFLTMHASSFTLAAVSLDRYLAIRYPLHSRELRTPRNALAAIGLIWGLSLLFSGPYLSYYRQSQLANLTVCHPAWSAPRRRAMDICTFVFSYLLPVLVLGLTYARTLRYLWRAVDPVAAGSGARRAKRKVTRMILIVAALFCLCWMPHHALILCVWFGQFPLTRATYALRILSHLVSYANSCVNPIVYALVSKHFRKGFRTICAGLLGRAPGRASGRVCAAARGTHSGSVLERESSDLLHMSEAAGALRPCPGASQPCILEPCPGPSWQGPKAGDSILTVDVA
NPY-Y2 antag = antagonists of human neuropeptide Y receptor Y2 | AID 793 | 140,000 tested, 0.99% active | P49146 | NPY-Y2 expressing cells, antagonist mode | inhibition, % at 2.7 µM; in the data active means inhibition above about 17%;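 further: 0% = vehicle with agonist challenge and 100% = reference antagonist with challenge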
Target sequence (P49146 whole entry, looked up): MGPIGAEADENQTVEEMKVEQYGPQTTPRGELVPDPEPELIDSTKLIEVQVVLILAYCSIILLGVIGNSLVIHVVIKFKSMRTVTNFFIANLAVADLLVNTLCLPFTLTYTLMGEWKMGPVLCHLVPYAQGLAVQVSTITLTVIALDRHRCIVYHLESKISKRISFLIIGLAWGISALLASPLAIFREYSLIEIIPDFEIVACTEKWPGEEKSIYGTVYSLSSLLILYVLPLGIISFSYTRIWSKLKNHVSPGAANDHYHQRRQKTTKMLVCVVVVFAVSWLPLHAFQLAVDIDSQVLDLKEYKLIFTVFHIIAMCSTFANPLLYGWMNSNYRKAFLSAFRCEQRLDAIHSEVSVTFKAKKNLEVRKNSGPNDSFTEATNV
MRP1 act = MRP-1 activation | H69AR cells + doxorubicin, viability rescue, CellTiter-Glo | 140,000 tested, 0.61% active | viability increase, % at 10 µM | AID 799;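 active means viability gain under doxorubicin at or above a set limit, the compound median plus 3 SD, cut at about 4.7% in these data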;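 further: MRP-1 overexpressing cells given doxorubicin 25 µM after compound pretreatment; 18-22 h compound pretreatment then 72 h with doxorubicin before readout; 0% = doxorubicin-only wells and 100% = vehicle-treated cells without doxorubicin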
Yeast growth inh = yeast BB579 growth reduction in restrictive medium | S. cerevisiae BB579 growth, OD615, 48 h | inhibition, % at 10 µM | 140,000 tested, 0.51% active;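 active means inhibition above a set limit, 3 SD over the mean compound inhibition, cut at about 44% in these data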; further: inactives centre near -24
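controls = amphotericin B 10 µg/mL, positive | assay system = DeaD yeast strain BB579 | schedule = 48 h compound exposure at 30 °C after 4 h preincubation | detection = OD615 turbidity measurement | medium = restrictive CSMM-D medium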
* marks the source's active call; other numbers are inactive results; . = not tested or not shown; & = joins results of further samples. No enrichment for hits (roughly 6.1% active in at least one column).

compound,Yeast growth inh,HCT116 bCat-KO,MRP1 act,Phagocytosis inh,GALR2 antag,E-sel TNF inh,Measles CPE,PTEN del growth,Yeast life ext,NPY-Y2 antag
N#CC1=C2Sc3ccccc3N2CCCC1=O,-49,101,-0.8,0,-1,31,34,92,-18,1
Cc1ccccc1NC(=O)CSc1nc2cc3c(cc2cc1C)CCC3,-64,12,-1.5,.,2,-22,2,19,-10,2
Cc1noc(/C=C/c2ccco2)c1S(=O)(=O)N1CCC(C(=O)N2CCc3ccccc32)CC1,-24,88,-3.2,.,-7,24,5,91,-11,2
COc1ccccc1NC(=O)c1nnn(Cc2ccccc2)c1NC(C)=O,-22,103,-2.0,-3,3,-3,20,94,1,1
Cc1ccc(SCCC(=O)N2CCOCC2)cc1,-34,91,-0.9,-1,6,-10,8,108,-6,3
COc1ccccc1N1CCN(C2CCN(C(=O)COc3cccc(C)c3)CC2)CC1,-46,82,-1.8,-5,1,.,22,95,0,3
N/C(=N\N=C\c1ccnc2ccccc12)SC1CC(=O)N(c2ccc(Br)cc2)C1=O (centres undefined),-47,90,-4.5,0,2,-55,7,79,-10,1
COc1ccc(C2=NN(CN3C(=O)C(=O)c4ccccc43)C(c3ccc(OC)cc3)C2)cc1 (centres undefined),-49,73,-3.0,2,-1,20,6,54,-4,-2
N#Cc1cc(C#N)c(N2CCN(c3cccc(Cl)n3)CC2)nc1N,-5,82,3.4,.,-4,-18,9,72,-9,6
COCCN(CCOC)S(=O)(=O)c1ccc(C(=O)Nc2nc3c(s2)CCc2ccccc2-3)cc1,-22,26,-5.7,0,2,7,4,16,11,11
CCn1c(CNC(=O)COc2ccc(C(C)C)cc2)nnc1SCC(=O)Nc1ccc(F)cc1,-14,92,1.6,0,-7,5,1,89,-5,0
CCCc1nc(SCC(=O)N2CCc3ccccc3C2)c2ccccc2n1,-42,56,-7.1,.,-1,10,14,50,14,4
O=C(COC(=O)Cc1c[nH]c2ccccc12)Nc1cccc2ccccc12,11,100,-1.6,-4,12,.,18,94,-5,2
O=C(CCc1ccccc1O)N/N=C/c1ccc(Sc2cccc3cccnc23)o1,-13,79,-3.4,0,-4,3,3,78,-2,-1
CC(=O)Nc1sc(N/N=C\c2ccccc2F)nc1-c1cccs1,8,98,-5.6,-9,10,.,11,95,-5,-1

Later entries:
compound,Yeast growth inh,HCT116 bCat-KO,MRP1 act,Phagocytosis inh,GALR2 antag,E-sel TNF inh,Measles CPE,PTEN del growth,Yeast life ext,NPY-Y2 antag
CCn1c2ccccc2c2cc(NC(=O)COC(=O)Cc3cn4ccsc4n3)ccc21,-2,57,-2.1,-1,-12,.,6,57,-11,5
O=C1CC(N2CCOCC2)C(=O)N1c1ccc2c(c1)OCO2 (centres undefined),-22,91,0.1,-2,0,-4,9,100,-8,1
COc1ccc(N2CCN(C(=O)CSc3nnc(-c4cccnc4)n3-c3ccc(F)cc3)CC2)cc1,-16,70,-4.4,.,12,10,2,82,.,4
O=C(CSc1cc(Cl)ccc1Cl)NC1CCCc2ccccc21 (centres undefined),-23,87,-0.8,12,6,8,5,77,3,10
Cc1ccc(C)c(N2CCN(C(=O)CCn3c(=S)[nH]c4cc5c(cc4c3=O)OCO5)CC2)c1,-25,82,1.4,-2,10,15,18,69,-3,1
CCOC(=O)c1c(NC(=O)C2C3C=CC(CC3)C2C(=O)O)sc(C)c1CC (centres undefined),5,80,-2.3,1,-1,-2,4,90,16,1
CCOc1ccc(-c2nc(CSCC(=O)NC3CCCc4ccccc43)c(C)o2)cc1 (centres undefined),-20,92,0.8,0,3,-20,5,83,-1,7
Fc1ccc(-c2n[nH]c(=S)n2CC2CCCO2)cc1 (centres undefined),-36,106,-0.5,0,-9,.,4,109,-5,-1
COc1ccc(/C=N/Nc2nc3ccccc3c(=O)[nH]2)cc1,1,88,-4.7,-1,-9,10,16,80,-25,1
CN(C)C(=O)CN(c1ccc(F)c(Cl)c1)S(C)(=O)=O,10,99,0.1,2,-7,7,21,103,-6,1
O=C(c1ccc(S(=O)(=O)N2CCCCC2)cc1)N1CCN(c2ccccc2)CC1,-53,96,-1.2,-2,3,0,18,87,-9,-3
CC(=O)N1CCN(CCN=CC2=C(O)CC(C)(C)CC2=O)CC1,-30,109,-1.5,-5,-3,11,3,98,-5,1
O=C(c1ccccc1)c1ccc2nc(-c3ccc(NC(=O)c4ccccc4F)cc3)[nH]c2c1,-59,38,-4.2,.,39*,31,6,56,-7,-1
CCOC(=O)N1CCC(NC(=O)C(CC(C)C)NC(=O)C2CCC(C)CC2)CC1 (centres undefined),-76,100,-0.6,-1,-2,-18,14,106,0,4
COc1ccc2c(c1OC)C(=O)OC2Nc1nc(-c2ccccc2)cs1 (centres undefined),-34,78,-2.5,-1,18,36,20,81,-6,2

Remaining list, next part.
compound,Yeast growth inh,HCT116 bCat-KO,MRP1 act,Phagocytosis inh,GALR2 antag,E-sel TNF inh,Measles CPE,PTEN del growth,Yeast life ext,NPY-Y2 antag
O=C(Nc1ccccc1)c1cccnc1N1CCCC1,-33,94,-1.6,-2,-16,20,8,88,-24,-1
O=C(NCc1ccccc1)C1CCC1,-15,100,-0.1,-6,3,.,3,105,-2,1
COc1cccc(CNC(=O)CCS(=O)(=O)c2cccc3nonc23)c1,-31,94,-2.5,0,2,-24,8,104,-2,5
Cc1ccc(C)c(S(=O)(=O)NCc2cccnc2)c1,-26,96,-1.5,.,0,16,5,84,-1,7
COc1ccccc1NC(=O)c1ccc(NC(=O)COC(=O)CCC2CCCC2)cc1,-32,94,2.2,-10,2,.,.,93,-3,3
O=C1COc2ccc(C(=O)CSc3nnc(Cc4cccs4)n3-c3ccc(Cl)cc3)cc2N1,-50,80,-4.8,.,-4,.,4,77,-14,0
COc1cccc(NC(=O)c2oc3ccccc3c2NC(=O)C(C)(C)C)c1,-67,64,2.8,0,-2,.,21,55,-20,2
COc1cc(/C=C(\C#N)c2nc3ccccc3[nH]2)c([N+](=O)[O-])cc1OCc1ccccc1,-40,64,-4.9,2,12,5,6,54,-2,5
NC(=O)c1noc(C(=O)N(CC(=O)NC2CCCC2)Cc2ccc3c(c2)OCO3)c1N,15,86,-0.9,.,-1,-5,19,107,.,2
COc1ccccc1NC(=O)c1ccc(NC(=O)COC(=O)CC(NC(=O)c2ccccc2Cl)c2ccccc2)cc1 (centres undefined),-35,87,1.2,-9,7,.,3,95,-1,0
CCCCN(CC)CCCNC(=O)CC1Oc2ccccc2NC1=O (centres undefined),-50,85,-1.1,0,-9,-11,13,90,-10,2
O=C(NC1CCCCC1)C(c1ccc2ncccc2c1)N(Cc1ccc(F)cc1)C(=O)c1cccs1 (centres undefined),6,74,-4.1,-1,2,-14,2,70,2,31*
CC(=O)c1cc(F)c(N2CCN(C(=O)c3ccco3)CC2)cc1C,-15,103,-0.7,1,1,-8,3,95,-17,1
Cc1ccc(NC(=O)C2CCN(S(=O)(=O)c3cccc4nonc34)CC2)nc1,-5,85,-3.1,-1,7,-41,7,68,-3,-2
Nc1nc(SCc2ccc(Cl)cc2)[nH]c(=O)c1-c1ccccc1,-40,89,4.4,.,7,-18,3,83,.,6

Next section:
compound,Yeast growth inh,HCT116 bCat-KO,MRP1 act,Phagocytosis inh,GALR2 antag,E-sel TNF inh,Measles CPE,PTEN del growth,Yeast life ext,NPY-Y2 antag
O=C1C(Nc2cccc(O)c2)=C(N2CCCCC2)C(=O)c2ccccc21,-36,35,-1.4,.,-3,-24,24,42,-4,7
O=C(NCCN1C(=O)S/C(=C\c2ccccc2)C1=O)c1cc(S(=O)(=O)N2CCOCC2)c(Cl)cc1Cl,-50,64,2.5,-5,16,0,1,64,-5,3
CCOc1ccc2[nH]c(=O)c(CN(Cc3cccnc3)C(=O)Nc3ccccc3OC)cc2c1,-71,87,-2.1,-1,10,39,10,102,-6,4
Cc1ccc([N+](=O)[O-])cc1NC(=O)CN(C1CCCCC1)S(=O)(=O)c1ccc(Cl)cc1,-6,66,-5.5,.,-3,.,7,61,.,3
COC(=O)c1c(NC(=S)Nc2cc(OC)c(Cl)cc2OC)sc2c1CCCCC2,-41,99,-1.4,-5,10,.,4,103,-6,2
O=C(CSc1nnc(-c2ccncc2)n1C1CCCCC1)Nc1ccccc1,-45,88,-1.3,1,7,-9,8,97&91,-16,-2
Fc1ccccc1Cc1nnc2n1N=C(c1ccc(Cl)cc1)CS2,-29,93,0.6,0,-5,-9,24,100,-3,4
O=C(N/N=C/c1ccccc1)c1ccc(CN2C(=O)c3cccc4cccc2c34)cc1,-21,80,-2.2,.,7,-12,15,68,-8,3
Cc1cc(C)n2ncc(C(=O)Nc3ccc4c(c3)OCO4)c2n1,-63,113,-1.6,-1,-2,-18,26,98,-5,1
Cn1c(C(=O)NCCCN2CCOCC2)cc2c(=O)n(C)c3ccccc3c21,-99,65,-1.9,0,-10,10,10,71,-4,1
COc1ccc(N=C2SC(CC(=O)Nc3ccccc3OC)C(=O)N2Cc2ccco2)cc1 (centres undefined),7,79,2.4,-1,7,21,1,71,-3,-3
CC(C)CCn1cnc2c(cnn2-c2ccc(F)cc2)c1=O,-37,93,0.7,3,-21,.,12,91,-14,3
CCOC(=O)C(NCc1ccccc1OC)(NC(C)=O)C(F)(F)F (centres undefined),-45,100,-0.7,3,-4,2,18,106,-6,4
O=C(Nc1ccc(OCC(=O)N2CCC(Cc3ccccc3)CC2)cc1)c1ccco1,-41,84,-1.4,0,-5,-3,7,78,-5,3
CCN(CC(=O)NCc1cccs1)c1nnnn1-c1ccccc1,-3,58,-1.9,0,4,-6,15,64,-6,4

Additional structures:
compound,Yeast growth inh,HCT116 bCat-KO,MRP1 act,Phagocytosis inh,GALR2 antag,E-sel TNF inh,Measles CPE,PTEN del growth,Yeast life ext,NPY-Y2 antag
CCCCN(CC)Cc1ccc(CNC(=O)Nc2ccccc2)o1,-38,57,-3.5,1,-2,-32,16,65,5,0
C(=C1/CCCC2=C1Nc1ncnn1C2c1ccccc1)/c1ccccc1 (centres undefined),6,1.5*,-4.6,6,19,29,1,1.5*,-20,3
COC(=O)c1ccc(CSc2nnc(CNC(=O)c3ccccc3F)o2)o1,-27,116,-1.0,0,2,20,7,107,-17,5
COC(=O)c1ccc(CSc2nnc(Nc3ccc(C)cc3)s2)o1,-33,98,-0.3,.,8,34,23,92,-18,8
O=C1C2ON(c3ccccc3)C(c3ccncc3)C2C(=O)N1c1ccc(N2CCOCC2)cc1 (centres undefined),-63,100,-1.0,0,-4,.,14,110,-3,4

Limited to Yeast life ext (3 entries from above):
SMILES | Yeast life ext
COc1ccc2c(c1OC)C(=O)OC2Nc1nc(-c2ccccc2)cs1 (centres undefined) | -6
O=C(Nc1ccccc1)c1cccnc1N1CCCC1 | -24
O=C(NCc1ccccc1)C1CCC1 | -2
